Sm TGR block: qHTS Assay for the Inhibitors of Schistosoma Mansoni Peroxiredoxins. Schistosoma mansoni thioredoxin glutathione reductase (TGR), Q962Y6. purified TGR, DTNB reduction, TNB absorbance 405 nm. Potency, µM (doses to about 114 µM), inactives show at the highest dose activity change, negative = inhibition, actives largely listed as inhibitors. actives 3% (n = 360,000). AID 485364, 2010; note: potency is the fitted concentration of half-maximal effect; % is set by controls: 0 for no effect and ±100 for the full control effect; nearly all actives have a fitted effect of over 60% in size
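Kinetic colorimetric format: TGR-catalysed, NADPH-driven DTNB reduction monitored via TNB absorbance. Enzyme dispensed at 20 nM; compound exposure 15 min at room temperature before reaction start.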
Pf growth 96h: Primary qHTS for delayed death inhibitors of the malarial parasite plastid, 96 hour incubation. P. falciparum luciferase reporter growth, 96 h. Potency, µM (highest dose often 28.7 µM), without a hit: at the top dose activity change, negative = inhibition, actives largely listed as inhibitors. actives 6.9% (n = 320,000). AID 504834, 2011; note: potency is the fitted concentration of half-maximal effect; % is set by controls: 0 for no effect and ±100 for the full control effect
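Delayed-death screen, second-generation endpoint: infected erythrocytes, 2% hematocrit, 0.05% parasitemia final; 96 hours at 37 C, 5% CO2; luciferase detection reagent; luminescence decrease equals reduced growth.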
Shiga toxin inh: A qHTS for Small Molecule Inhibitors of Shiga Toxin; Vero cells, Shiga toxin protein synthesis inhibition reporter; inhibition, % at 38.7 µM; actives 9.2% (n = 290,000); in the data active = inhibition mostly above about 28%, no sharp cut-off; inactive = mostly below about 43%; note: 0% is about no effect
Pf growth 48h: Primary qHTS for delayed death inhibitors of the malarial parasite plastid, 48 hour incubation; Potency, µM (titrated, usually from 28.7 µM), for the others: at the top dose activity change, negative = inhibition, hits mostly inhibitors; P. falciparum luciferase growth in erythrocytes, 48 h; actives 5.9% (n = 310,000); note: potency is the fitted concentration of half-maximal effect; % is set by controls: 0 for no effect and ±100 for the full control effect
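A one-generation exposure of luciferase-tagged malaria parasites in RPMI 1640/Albumax erythrocyte culture, 37 C and 5% CO2. Inhibition is inferred from decreased luminescence after adding detection reagent.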
CHX counter: Cycloheximide Counterscreen for Small Molecule Inhibitors of Shiga Toxin. cell reporter, cycloheximide protein synthesis inhibition counterscreen. max response, %. actives 12% (n = 300,000); in the data active = max response mostly above about 13%, no sharp cut-off; inactive = mostly below about 14%; note: read at 38.3 µM for the half of the compounds with a filed dose; 0% is about no effect
Giardia FBPA inh: qHTS Assay for Inhibitors of Fructose-1,6-bisphosphate Aldolase from Giardia Lamblia; A8B2U2; purified Giardia FBPA; Potency, µM (doses to about 59.6 µM), without a hit: top-dose activity, negative = inhibition, most hits filed as inhibitors; actives 0.71% (n = 290,000); note: potency is the fitted concentration of half-maximal effect; % is set by controls: 0 for no effect and ±100 for the full control effect; nearly all actives have a fitted effect of over 55% in size
Target sequence (A8B2U2 whole entry, looked up): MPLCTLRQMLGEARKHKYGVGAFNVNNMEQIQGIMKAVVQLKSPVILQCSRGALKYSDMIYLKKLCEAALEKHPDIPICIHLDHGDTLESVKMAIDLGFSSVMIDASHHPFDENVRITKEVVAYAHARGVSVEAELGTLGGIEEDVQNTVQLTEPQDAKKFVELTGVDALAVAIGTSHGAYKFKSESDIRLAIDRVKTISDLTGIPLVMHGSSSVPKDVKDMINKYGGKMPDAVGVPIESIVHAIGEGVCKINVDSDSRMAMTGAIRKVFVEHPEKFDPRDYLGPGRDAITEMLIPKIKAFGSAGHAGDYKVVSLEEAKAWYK
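Giardia FBPA (40 nM reagent) was preincubated 10 min at RT with compound (up to 57.5 uM final), then substrate plus GAPDH/TPI/NAD/arsenate coupling system with diaphorase/resazurin was added; resorufin fluorescence (525/598 nm) was read after 20 min.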
The depositor's hits bear a star; u = inconclusive; x = no result given; [ ] = remark or other dose. Unless noted, calls come from the whole dose curve; as a rule, active = well fitted curve in the direction sought with a large enough effect; inconclusive = small, poorly fitted or top-dose-only effect, or another doubt; inactive = no such curve, though single readings can be large; an effect the other way counts as inactive or inconclusive.

Second line of a record – Sm TGR block | Pf growth 96h | Shiga toxin inh | Pf growth 48h | CHX counter | Giardia FBPA inh
1: Fc1ccc(-c2ccnc(=S)[nH]2)cc1
 : 10% | 24% | -2 | 20% | 5 | 2%
2: C=CCc1cccc2cc(-c3nc4ccc(C)cc4[nH]3)c(=O)oc12
 : 2% | x | 91* | x | 36* | x
3: Cc1noc(C)c1-c1ccc2ncnc(NCc3cc(F)cc(F)c3)c2c1
 : x | x | 4 | x | -2 | u
4: COc1ccc(C(=O)Nc2c3c(nn2-c2cccc(Cl)c2)CS(=O)C3)cc1 (configuration not stated)
 : -2% | 7% | 2 | x | -2 | 4%
5: CC1CC(OCC(O)CN2CCCCC2C)CC(C)(C)C1 (configuration not stated)
 : 0% | u | 3 | x | -1 | 1%
6: COC(=O)Cn1c(Cc2ccccc2)nc2ccccc21
 : 0% | 16% | -9 | 20% | -3 | -11%
7: Cc1cc(NC(=O)c2ccc(F)cc2)n(C)n1
 : 4% | 36%[activator] | 15 | 6% | 13 | -1%
8: COc1cccc(C2C=C(c3ccc(OC)cc3OC)Nc3nnnn32)c1 (configuration not stated)
 : 25µM* | 3% | -4 | 0% | -3 | -10%
9: NC1=NC[C@H](c2ccccc2)N1CCc1cccc(F)c1
 : 0% | u | -1 | u | -3 | -3%
10: CCOc1ccc(-c2nnn(CC(=O)NCc3ccco3)n2)cc1
 : 2% | u | 28 | 29% | 26* | 1%

Some values from the list.
cpd 1 in Giardia FBPA inh reads 2%
cpd 6 in Shiga toxin inh reads -9
cpd 3 in CHX counter reads -2
cpd 5 in Shiga toxin inh reads 3

(listing goes on)
Second line of a record – Sm TGR block | Pf growth 96h | Shiga toxin inh | Pf growth 48h | CHX counter | Giardia FBPA inh
11: COc1ccc(-n2cnc3c(sc4nccc(N(C)C)c43)c2=O)cc1
 : 0% | -3% | -6 | 3% | 4 | 4%
12: COc1cc(NC(=S)NCCCN2CCOCC2)cc(OC)c1
 : -20% | 54%[activator] | 9 | 14% | -4 | -2%
13: CC(=O)Nc1ccc(NC(=O)c2cccc(-c3cc4ccccc4oc3=O)c2)cc1
 : -2% | 87%[activator] | 49 | 53%[activator] | 31* | 4%
14: O=C1S/C(=C/c2ccc(N3CCOCC3)o2)C(=O)N1Cc1c(F)cccc1Cl
 : u | x | 1 | 5% | 6 | -20%
15: O=C(OCc1ccccc1)C1=NNC2C(=O)N(c3ccc(Br)cc3)C(=O)C12 (configuration not stated)
 : -22% | 51%[activator] | 6 | 15% | -2 | -2%
16: CCOC(=O)CN1C(=O)C(O)=C(C(C)=O)C1c1ccc([N+](=O)[O-])cc1 (configuration not stated)
 : 4% | -31% | 7 | x | 0 | -5%
17: O=C(CCc1nc2ccccc2c(=O)[nH]1)NNC(=O)c1ccccc1Cl
 : -2% | 4% | x | 7% | x | x
18: Cc1cc(NC(=O)c2cc(C(C)C)on2)no1
 : 4% | u | 67* | 198%[activator] | 48* | 1%
19: CSCCC(NS(=O)(=O)c1ccc(C)cc1)C(=O)N1CCN(C(C)=O)CC1 (configuration not stated)
 : -14% | 0% | x | -2% | x | x
20: CCCC(C(=O)NCCC(C)C)N(Cc1ccccc1)C(=O)c1snc(C(N)=O)c1N (configuration not stated)
 : -5% | 48%[activator] | -6 | u | -3 | 8%
21: c1ccc2sc(NCC3CCCO3)nc2c1 (configuration not stated)
 : 1% | 388%[activator] | 134* | 213%[activator] | 38* | 0%
22: COc1ccc(NC(=S)NCc2cccs2)c(OC)c1
 : -34% | u | -4 | -9% | 1 | -1%
23: N#Cc1c(Oc2ccc3ccccc3c2)sc(C(=O)c2ccccc2)c1N
 : u | 6% | -7 | 18% | -3 | 0%
24: CC(C)CCNC(=O)CN(C(=O)Cn1nnc(-c2ccccc2F)n1)c1cccc2c1CCCC2
 : 8% | 0% | -4 | -16% | 1 | 0%
25: COc1cc(OC)cc(C(=O)NCC2CCCN(Cc3ccc(SC)cc3)C2)c1 (configuration not stated)
 : -11% | u | -22 | 0% | 1 | -10%
26: Cc1ccc(C(=O)Nc2ccc3c(c2)C(=O)N(CC2CCCO2)C3=O)cc1 (configuration not stated)
 : -22% | -13% | -8 | -2% | 10 | x
27: CCOC(=O)c1c(S(=O)(=O)NCC(=O)Nc2cccc(C)c2C)c(C)n(C)c1C
 : 0% | u | -13 | u | -4 | x
28: Cc1cccc(NC(=O)COC(=O)c2cc3ccccc3oc2=O)c1
 : -3% | 33%[activator] | 33 | 2% | 8 | 5%
29: COc1ccc(NS(=O)(=O)c2csc(C(=O)N3CCCC3)c2)c(OC)c1
 : -10% | 23% | 19 | u | -4 | x
30: COc1ccccc1Oc1ccc(Oc2ccccc2OC)cc1
 : 5% | -28% | 45 | -23% | 41* | 1%
31: COc1ccc(NC(=O)COc2ccc(C(=O)OCC(=O)N(C(C)C)C(C)C)cc2OC)cc1
 : 3% | -16% | -2 | -10% | -2 | 1%
32: COc1ccc(/C=C2\SC(=O)N(CC(=O)Nc3ccc(F)cc3)C2=O)cc1O
 : -1% | -21% | 7 | -1% | 0 | 4%
33: CCOc1ccc(S(=O)(=O)N2CCCCC2)cc1NC(=O)Cc1ccsc1
 : 2% | 12µM* | x | 10µM* | x | x
34: CCc1cc2c(cc3c(=O)n(CC(=O)N4CCN(C)CC4)ncn32)s1
 : u | u | -5 | 21% | -6 | x
35: CCOc1cc(C(=O)OCC(=O)N(C)c2ccccc2)cc(OCC)c1OCC
 : -1% | 6% | 18 | 18% | -2 | 6%
36: Cc1ccc(C)c(N2CCN(S(=O)(=O)c3c(C(=O)N4CCCCC4)c(C)n(C)c3C)CC2)c1
 : -21% | -10% | -9 | u | -10 | x
37: CCn1nnc(NC(=O)COc2ccc(C3CCCCC3)cc2)n1
 : 0% | x | -14 | u | -1 | 3%
38: Cc1cc(=O)n2nc(N3CCCC(C(=O)NCc4ccccc4C)C3)sc2n1 (configuration not stated)
 : -2% | u | 5 | -25% | -1 | -5%
39: CCC1CCCCN1C(=O)CSc1nc2c(c(=O)n(C)c(=O)n2C)n1C (configuration not stated)
 : 0% | 31%[activator] | -12 | -5% | -5 | 0%
40: COc1ccc(N2CCN(C(=O)c3ccc(Br)cc3)CC2)c([N+](=O)[O-])c1
 : -17% | -17% | -12 | -11% | -2 | 0%

The list goes on (3 carried over from the part before).
Second line of a record – Sm TGR block | Pf growth 96h | Shiga toxin inh | Pf growth 48h | CHX counter | Giardia FBPA inh
38: Cc1cc(=O)n2nc(N3CCCC(C(=O)NCc4ccccc4C)C3)sc2n1 (configuration not stated)
 : -2% | u | 5 | -25% | -1 | -5%
39: CCC1CCCCN1C(=O)CSc1nc2c(c(=O)n(C)c(=O)n2C)n1C (configuration not stated)
 : 0% | 31%[activator] | -12 | -5% | -5 | 0%
40: COc1ccc(N2CCN(C(=O)c3ccc(Br)cc3)CC2)c([N+](=O)[O-])c1
 : -17% | -17% | -12 | -11% | -2 | 0%
41: CCC(CO)NCc1ccc(OCC(O)c2ccccc2)c(OC)c1 (configuration not stated)
 : 12% | -40% | 32 | -23% | 4 | -29%
42: COc1ccccc1-n1ccnc1SCC(=O)NCC1CCCO1 (configuration not stated)
 : 2% | u | 20 | 20% | -3 | -2%
43: CS(=O)(=O)N1CCN(C(=O)c2ccncc2)CC1
 : 7% | 13% | 2 | 2% | -1 | 9%
44: CNS(=O)(=O)c1ccc(NC(=O)c2csc(C)c2)cc1
 : -22% | u | 36* | 9% | 23* | x
45: CCC[C@@H](CN[C@@H](CNC)C(C)C)NCCCCc1ccccc1
 : 4% | 12µM* | -6 | u | -3 | u
46: CN(C(=O)COc1ncnc2sccc12)C1CCCCC1
 : 1% | -1% | x | 17% | x | x
47: Cc1ccc(C(=O)OCC(=O)NC(=O)c2cccn2C)cc1
 : -1% | -14% | -12 | x | -2 | 1%
48: O=C(O)c1ccc(NC(=O)c2cn(-c3ccccc3)nc2-c2ccccc2)cc1
 : x | -5% | 56* | 25% | 21* | 1%
49: CC1CCN(C(=O)Oc2ccccc2)CC1
 : 1% | -17% | 29 | 17% | 11 | 5%
50: CNS(=O)(=O)c1ccc(NC(=O)C2c3ccccc3Oc3ccccc32)cc1
 : -2% | 37%[activator] | -9 | u | -4 | 2%

More structures.
item	mol	Sm TGR block	Pf growth 96h	Shiga toxin inh	Pf growth 48h	CHX counter	Giardia FBPA inh
51	CCCCCCCCCSc1n[nH]c(N)n1	-12%	64%[activator]	-12	-3%	7	4%
52	CCC(C)c1ccc(Nc2ncccc2C#N)cc1 (configuration not stated)	-27%	396%[activator]	69*	231%[activator]	38*	0%
53	CCOC(=O)c1c(C)[nH]c(C(=O)CN2C(=O)NC(C)(c3ccc(C)cc3)C2=O)c1C (configuration not stated)	5%	16%	-5	u	8	-6%
54	CCCNc1nc(C)cc(-c2cc(C(=O)NC3CCCC3)on2)n1	2%	-25%	-10	u	-5	5%
55	COC(=O)C1=C(C)N(C)C(=O)/C1=C\c1cccs1	u	137%[activator]	21	4%	-1	6%
56	COc1ccc(Nc2nnc(SCc3cc([N+](=O)[O-])cc4c3OCOC4)s2)cc1	-10%	x	-15	-16%	5	14%
57	Cc1cc(Oc2ccccc2)nc2ccc(O)cc12	0%	x	-10	-24%	15	-6%
58	COc1ccc(C(=O)N/N=C(\N)c2cc3ccccc3oc2=O)cc1	11%	u	14	-26%	16	-9%
59	Cc1ccc(S(=O)(=O)Nc2cc3c4c(c2)CCN4C(=O)CC3)cc1	-18%	1%	x	-28%	x	x
60	CC1CCCN(C(=O)c2ccc(S(=O)(=O)Nc3ccccc3Cl)cc2)C1 (configuration not stated)	1%	5%	10	14%	-2	x
61	COc1ccc(S(=O)(=O)NCC2CCCN(Cc3cccc(C(C)=O)c3)C2)cc1 (configuration not stated)	-3%	53%[activator]	-6	u	8	2%
62	COc1ccc(CCc2nnc(CCC(=O)NCC3CCCO3)o2)cc1 (configuration not stated)	1%	-17%	13	23%	7	2%
63	Cc1ccc(Nc2c3c(nc4ccccc24)CCC3)cc1	-4%	u	-21	u	-2	-4%
64	Cc1ccc(NS(=O)(=O)c2cc(C(=O)NCc3cccnc3)ccc2C)cc1	-1%	8.3µM*	9	-20%	-3	x
65	Cc1nc([N+](=O)[O-])cn1CC(=O)c1ccccc1	5%	4%	-4	5%	-2	3%
66	CC12C(=O)N(NC(=O)c3ccncc3)C(=O)C1C1C=CC2C1 (configuration not stated)	-13%	16%	18	17%	9	0%
67	CCCOc1ccc(C2C3=C(CCCC3=O)N(CC(=O)O)C3=C2C(=O)CCC3)cc1OCC	-5%	11%	x	1%	-4	1%
68	O=C(N=Nc1c(O)[nH]c2ccccc12)c1ccc(CN2CCOCC2)cc1	2%	46%[activator]	9	-1%	6	-4%
69	CC(C)(C)c1ccc(C(=O)Nc2cccc3c(=O)[nH][nH]c(=O)c23)cc1	-13%	u	55*	242%[activator]	56*	20µM*
70	C#CCOCCOCCOCCNc1nc(N2CCOCC2)nc(N2CCN(C(=O)CCCCCCCCCCNC(=O)[C@@H]([C@H](C)O)n3cc(C)nn3)CC2)n1	u	u	x	u	x	x
71	O=C(NCCc1cccc(F)c1)/C(=C/c1cccnc1)NC(=O)c1ccccc1	-1%	u	2	14%	-2	0%
72	COc1ccccc1OCC(=O)NCCCn1ccnc1	-12%	0%	-5	17%	6	-13%
